NLRP3 yeast inh: NALP3 inflammasome inhibitors in reconstituted yeast, primary screen, luminescence, uHTS. Yeast reconstituted NLRP3/ASC/caspase-1, beta-gal luminescence, 24 h. inhibition, % at 10 µM. actives 0.39% (n = 330,000);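 active = inhibition of 50% or more; inactive = inhibition below 50%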;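 note: plate controls were induced DMSO wells for no effect and uninduced yeast grown without galactose for full effect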
TIM10 inh: growth inhibitors of isogenic TIM10 control yeast, primary screen, counter-screen for tim10-1 yeast inhibitor project, luminescence, uHTS; S. cerevisiae TIM10 strain growth, BacTiter-Glo luminescence, 24 h; inhibition, % at 10 µM; actives 1.4% (n = 330,000); AID 463195, 2010;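 active = inhibition of 40% or more at the single tested concentration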;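 note: wild-type TIM10 isogenic control strain grown at permissive 25 °C; 0% = DMSO yeast wells and 100% = minimal medium wells without yeast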
tim10-1 inh: growth inhibitors of tim10-1 mutant yeast, primary screen, luminescence, uHTS. S. cerevisiae tim10-1 ts strain growth, BacTiter-Glo, 24 h. inhibition, % at 20 µM. actives 2.2% (n = 330,000);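 active = inhibition of at least 40%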;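 note: mutant grown at 25 °C; 0% = DMSO wells with yeast and 100% = wells holding no yeast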
APJ ag: agonists of human apelin receptor APJ, primary screen, CHO-K1 cells, PathHunter beta-arrestin, luminescence; P35414; actives 0.11% (n = 330,000); activation, % at 20 µM; 0% DMSO wells, 100% apelin;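 active = activation more than six SD over the plate average, tested at 20 µM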;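 note: 0% = DMSO alone and 100% = apelin-13 at 10 nM; some results filed as inactive read as strong as hits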
Target sequence (P35414 whole entry, looked up): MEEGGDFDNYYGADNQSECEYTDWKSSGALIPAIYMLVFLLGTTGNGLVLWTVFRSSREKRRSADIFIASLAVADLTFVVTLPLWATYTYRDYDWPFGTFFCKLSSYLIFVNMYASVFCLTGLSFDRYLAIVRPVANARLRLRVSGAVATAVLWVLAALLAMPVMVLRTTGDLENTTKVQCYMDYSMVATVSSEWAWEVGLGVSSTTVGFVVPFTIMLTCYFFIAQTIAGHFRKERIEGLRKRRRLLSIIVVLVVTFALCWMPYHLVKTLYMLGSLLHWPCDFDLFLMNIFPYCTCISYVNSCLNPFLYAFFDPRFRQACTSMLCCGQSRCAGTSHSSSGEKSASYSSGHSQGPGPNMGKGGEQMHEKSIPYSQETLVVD
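Test system: CHO-K1 APJ beta-arrestin complementation cell line | Compound: Single test compound dose, 20 µM final, 1% DMSO | Incubation: Compound 90 min 25 °C, reagent 1 h | Measured by: beta-gal luminescence | Read-out basis: APJ–arrestin association signal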
tim23-1 inh: growth inhibitors of tim23-1 mutant yeast, primary screen, luminescence, uHTS; S. cerevisiae tim23-1 growth, BacTiter-Glo luminescence, 24 h; inhibition, % at 20 µM; actives 1.3% (n = 330,000); AID 463212, 2010;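 active = growth inhibition of the mutant yeast at or above 50%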;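 note: temperature-sensitive mutant grown at 25 °C; plate controls were DMSO-treated mutant yeast for no effect and medium wells lacking yeast for full effect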
MPTP inh: mitochondrial permeability transition pore inhibitors, primary screen, biochemical, isolated mouse mitochondria, absorbance. Ca2+ swelling absorbance, 30 min. inhibition, % at 10 µM. actives 1.4% (n = 360,000);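 active = inhibition of 50% or more, scaled per plate between neutral and stimulator controls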;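 note: 0% = DMSO wells given calcium and 100% = 1 mM EGTA wells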
MIN6 prolif: inducers of MIN6 beta-cell proliferation, primary screen, ATP luminescence, uHTS | MIN6 cells proliferation, ATPlite luminescence, 48 h; cells starved in 0.2% serum; 100% = growth in 10% serum | actives 0.29% (n = 330,000) | proliferation, % at 10 µM;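 active = compounds whose signal lies at least 3.5 SD above the mean of all wells on their plate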;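 note: 0% = DMSO-treated cells in low-serum medium and 100% = 10% serum control; some compounds called inactive have numbers as strong as hits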
NR3A LBD binder: binders of NR3A ligand-binding domain, primary screen, biophysical, differential scanning fluorimetry, uHTS; Glutamate receptor ionotropic, NMDA 3A (GRIN3A) ligand-binding domain; NR3A LBD differential scanning fluorimetry, Tm shift; 0% = protein alone, 100% = glycine-bound protein; Tm shift relative to glycine control, % at 25 µM; actives 2.5% (n = 340,000); AID 1259313, 2017;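 active = melting temperature shift of at least 10% of the positive control shift, at one fixed dose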
APJ antag: antagonists of human apelin receptor APJ, primary screen, CHO-K1 cells, beta-arrestin complementation, luminescence; actives 0.32% (n = 330,000); P35414; inhibition, % at 20 µM;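 active = inhibition above about 40% at 20 µM, limit read from the data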;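 note: cells challenged with 10 nM apelin-13 agonist together with compound; plate controls were apelin-13 plus DMSO wells for no effect and DMSO wells lacking apelin-13 for full effect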
Starred values were filed as active, the others as inactive; nt = no result given.

Sample of the layout (6 entries):
SMILES	NLRP3 yeast inh	TIM10 inh	tim10-1 inh	APJ ag	tim23-1 inh	MPTP inh	MIN6 prolif	NR3A LBD binder	APJ antag
Nc1ccccc1C#Cc1ccccc1	9	-9	-5	-4	2	-1.1	-6	-10	-68
COc1ccc(CNC(=O)c2cc3c(=O)n4ccccc4nc3n(Cc3cccnc3)c2=N)cc1	13	-3	12	-4	-6	-0.5	2	0	15
C=C(C)c1cccc(C(C)(C)NC(=O)NC(c2ccccc2)c2ccc(OC)cc2)c1 (stereo not drawn)	-3	29	22	-4	29	0.6	-4	0	1
COc1ccc(Cl)cc1N1C(=O)[C@@H]2C(c3cccc(OC)c3OC)=NO[C@@H]2C1=O	0	8	3	-5	0	2.3	-2	5	2
O=C1C2C3C=CC(C3)C2C(=O)N1Nc1c(Cl)cc(Cl)cc1Cl (stereo not drawn)	4	-4	21	-3	7	1.9	-1	1	-6
CCOP(=O)(c1ccccc1)C(O)c1ccc(F)cc1 (stereo not drawn)	1	9	1	-1	6	0.4	1	2	4

The listing (from the top)
SMILES	NLRP3 yeast inh	TIM10 inh	tim10-1 inh	APJ ag	tim23-1 inh	MPTP inh	MIN6 prolif	NR3A LBD binder	APJ antag
Nc1ccccc1C#Cc1ccccc1	9	-9	-5	-4	2	-1.1	-6	-10	-68
COc1ccc(CNC(=O)c2cc3c(=O)n4ccccc4nc3n(Cc3cccnc3)c2=N)cc1	13	-3	12	-4	-6	-0.5	2	0	15
C=C(C)c1cccc(C(C)(C)NC(=O)NC(c2ccccc2)c2ccc(OC)cc2)c1 (stereo not drawn)	-3	29	22	-4	29	0.6	-4	0	1
COc1ccc(Cl)cc1N1C(=O)[C@@H]2C(c3cccc(OC)c3OC)=NO[C@@H]2C1=O	0	8	3	-5	0	2.3	-2	5	2
O=C1C2C3C=CC(C3)C2C(=O)N1Nc1c(Cl)cc(Cl)cc1Cl (stereo not drawn)	4	-4	21	-3	7	1.9	-1	1	-6
CCOP(=O)(c1ccccc1)C(O)c1ccc(F)cc1 (stereo not drawn)	1	9	1	-1	6	0.4	1	2	4
Fc1ccc(-c2n[nH]c(=S)n2-c2ccc3c(c2)OCCO3)cc1	16	7	3	-2	6	-1.4	2	1	-16
Cc1ccc(S(=O)(=O)N/N=c2\oc3ccccc3cc2C(=O)Nc2cccc(C)c2)cc1	7	15	0	0	2	nt	-1	nt	20
COc1cccc(NC(=O)C2CCN(Cc3cnn(-c4ccccc4)c3-n3cccc3)CC2)c1	-3	8	22	-2	15	20	-3	-1	3
CC[C@]1(O)CC2CN(CCc3c([nH]c4ccccc34)[C@@](C(=O)OC)(c3cc4c(cc3OC)N(C=O)[C@H]3[C@@](O)(C(=O)OC)[C@H](OC(C)=O)[C@]5(CC)C=CCN6CC[C@]43[C@@H]65)C2)C1 (stereo partly drawn)	18	2	-14	4	-3	-1.1	-8	-4	3
CCOC(=O)c1nc(Nc2ccc(C(C)=O)cc2)c2ccccc2n1	30	11	12	-2	19	-1.4	6	-1	-69
Cc1ccc(-c2ccc(/C=C/C(=O)c3ccccc3)o2)cc1	-2	67*	62*	1	62*	10	-6	-10	3
OCC[C@H]1C[C@H](O)[C@@H](O)[C@]2(Cc3ccccc3CCO2)O1	4	3	3	-5	-16	-1.3	2	1	-1
Cc1ccc(S(=O)(=O)N(CC(O)CN2CCOCC2)c2cc(Cl)ccc2Cl)cc1 (stereo not drawn)	4	4	4	5	3	-4.6	0	1	10
O=C(CCc1nnc(C2CCCCC2)o1)N1CCN(C2CCCCC2)CC1	7	-3	-2	-2	11	-0.7	1	-1	6
O=C(CS(=O)(=O)Cc1ccccc1)Nc1ccc(Br)cc1F	25	-3	-8	-4	12	1.8	-2	0	13
C=CC[C@H](CC(=O)N(CCO)Cc1ccccc1)C(=O)N[C@@H](COC(=O)[C@@H](CC=C)Cc1ccc(F)cc1)Cc1ccccc1	16	6	3	-2	15	0.8	-5	-3	16
O=C(/C=C/c1cccc([N+](=O)[O-])c1)N1CCN(S(=O)(=O)c2cccs2)CC1	4	8	25	-1	12	-1.4	3	-2	-6
O=C(Oc1ccc2c(=O)c(Cl)coc2c1)c1cccnc1	7	45*	-12	-3	-27	-0.3	-4	-1	11
COc1ccc(/C=N/NC(=O)c2ccc3ccccc3c2)cc1OS(=O)(=O)c1ccc(NC(C)=O)cc1	12	10	11	2	16	0.8	-3	28*	-10
C=CCn1c(SCc2nc3ccccc3nc2C)nnc1-c1ccoc1C	5	4	29	7	24	-0.3	0	-1	-7
O=C(COc1ccc(Cl)cc1Cl)NC(=S)Nc1ccccc1C(=O)O	-5	23	7	-4	25	nt	-4	nt	27
O=C(CSc1nnc(-c2ccccc2)n1-c1ccccc1)c1ccc[nH]1	10	26	15	-2	17	1.4	0	-6	4
C/C=C/C(=O)Nc1cccc(C2=NOC3(C2)C[C@@H](C(N)=O)N(C(=O)c2cc([N+](=O)[O-])cc([N+](=O)[O-])c2)C3)c1 (stereo partly drawn)	27	12	2	34	14	-1.2	-2	0	-174
CCCC(=O)Nc1ccc(C=C(C(C)=O)C(C)=O)cc1	17	36	34	-1	27	2.1	-3	4	16
CCCc1nc2oc(C(=O)c3ccccc3)c(N)c2c2c1COC(C)(C)C2	0	27	40	1	21	-2.4	-4	0	-11
COC(=O)C1=CN(Cc2cccs2)C=C(C(=O)OC)C1c1cccc(Cl)c1	-5	11	17	-1	31	-0.2	-6	1	11
CCc1nc(SCC(=O)Nc2ccc(F)cc2)c2c(=O)n(C)c(=O)n(C)c2n1	11	-6	1	7	-2	-0.2	2	2	6
O=C(NCc1ccccc1Cl)c1cccc(OC2CCN(C(=O)C3CC3)CC2)c1	4	16	18	0	25	-0.7	-2	2	2
Cc1csc(NC(=O)C2CCCO2)n1 (stereo not drawn)	8	-9	2	-1	1	-1.1	-3	0	0
Cc1cnc(NC(=O)Cc2cccs2)s1	19	14	9	0	17	-2.5	-3	-1	2
O=C(Nc1cccc(Cl)c1)N1CCC(CO)(CCOc2ccccc2)CC1	13	8	30	-5	19	3.9	-5	-3	-4
Cc1ccc(S(=O)(=O)N/N=C\c2ccc([N+](=O)[O-])o2)cc1	6	2	25	-1	24	2.6	-3	4	-16
O=C1CN(c2nnnn2-c2ccccc2)CCN1	-15	-5	-2	-3	-8	-2.0	-2	0	17
CCOC(=O)c1sc(N)c(C#N)c1COC(=O)CNC(=O)c1cc(OC)c(OC)c(OC)c1	13	27	22	2	14	4.5	-4	-3	-12
COCCN1C(=O)c2oc3cc(C)c(C)cc3c(=O)c2C1c1cccc(O)c1 (stereo not drawn)	-7	-12	5	-3	7	2.5	-3	-2	18
Cc1nc2sc(C#N)c(N)c2c2c1CCCC2	20	-4	29	2	0	-2.1	5	4	18
Cc1nc2c(-c3ccccc3)c(C)nn2c(C)c1CCC(=O)N1CCOCC1	-2	2	-1	-1	-16	-0.1	-2	-1	5
CCOc1c(Br)cc(C(=O)NCCCn2ccnc2)cc1OC	5	13	-23	-2	4	0.8	-2	0	13
Nc1ccc2nn(-c3ccc(F)cc3)nc2c1	28	6	31	-6	25	1.0	-2	-1	-28
CCCC(=O)N1CCN(c2ccc(NC(=O)c3cccs3)cc2Cl)CC1	45	46*	11	4	31	1.0	-3	-42	-1
COc1cc2c(cc1OC)CN(Cc1ccc(C)s1)CC2	20	3	2	-5	-5	-0.7	-1	1	-1
O=C1c2oc3ccc(Br)cc3c(=O)c2C(c2cccc(F)c2)N1CCO (stereo not drawn)	13	-9	-19	-1	5	-3.7	-2	2	-6
O=C(CSc1nnc(NC(=O)c2c(F)cccc2F)s1)NC1CC1	4	-9	13	0	12	0.4	0	-1	17
C/C(Cn1nnc([N+](=O)[O-])n1)=N\NC(=O)c1cccc(Cl)c1	22	-3	-6	10	-5	1.4	-2	-1	-94
N#C/C(=C\c1ccc(-c2nc3ccccc3s2)o1)C(N)=O	1	17	40*	-1	28	2.5	-2	-1	5
S=C(Nc1ccc2[nH]ccc2c1)NC1CCCCC1	18	35	42*	-1	24	3.8	1	-1	3
COc1ccc(CCN(C)CCCC(C#N)(c2cc(OC)c(OC)c(OC)c2)C(C)C)cc1OC (stereo not drawn)	2	10	-11	-8	-6	-3.1	-3	0	11
CCn1nc(NS(=O)(=O)c2ccccc2)c2cc3cccc(C)c3nc21	5	-7	24	-3	11	5.5	3	-8	13
COc1cccc(C(=O)COc2ccc(NC(=O)c3ccccc3)cc2)c1	25	18	6	-5	7	-0.6	-2	11*	-11
Cc1ccc(CCNS(=O)(=O)c2ccc(C)cc2)cc1	27	-7	25	-3	34	3.5	-1	1	2
CC1=NN(c2ccccc2)C(=O)C1N=Nc1cccc(O)c1 (stereo not drawn)	40	-10	0	-1	40	4.6	-3	0	15
COc1ccccc1/C=C/C(=O)N1CCN(S(=O)(=O)c2cccs2)CC1	-5	16	25	-1	21	-1.1	-3	2	-2
COc1ccc(CCC(=O)Nc2ncc(C)s2)cc1	11	10	-11	-3	4	0.7	0	0	12
O=C(NCc1ccccn1)C12CC3CC(CC(C3)C1)C2	15	8	28	-3	10	-0.6	-4	0	10
O=C(OCCCCN1C(=O)c2ccccc2C1=O)c1n[nH]c2ccccc12	9	13	4	-2	40	2.3	-3	0	3
S=c1[nH]ccn1Cc1ccccc1	13	-9	10	-3	-3	0.3	-3	0	11
CCn1nc(C(=O)Nc2ccccc2C)c(Cl)c1Cl	2	13	28	-1	14	1.8	1	2	3
Cn1c(SCCN2CCOCC2)nc2sc3c(c2c1=O)CCCC3	26	11	9	-2	11	0.2	0	0	-18
O=C1OC(C(=O)Nc2ccccc2)Cc2ccccc21 (stereo not drawn)	19	8	19	-2	15	0.4	-3	-1	23

Other compounds
SMILES	NLRP3 yeast inh	TIM10 inh	tim10-1 inh	APJ ag	tim23-1 inh	MPTP inh	MIN6 prolif	NR3A LBD binder	APJ antag
O=C(COc1coc(CN2CCN(c3ccc(F)cc3)CC2)cc1=O)Nc1ccccc1	29	-1	0	10	3	0.1	1	0	4
COc1ccc(S(=O)(=O)Nc2ccccc2C(=O)OC2CCCN(C)C2)cc1OC (stereo not drawn)	-1	-4	9	0	-2	-2.8	0	0	-6
COc1ccc(C2C(C(C)=O)=C(O)C(=O)N2c2ccc(Br)cn2)cc1 (stereo not drawn)	20	-31	5	-1	-2	0.9	1	1	7
CCOC(=O)c1cc2c(C)n(-c3ccc(OCC)cc3)c(C)c2ccc1=O	5	14	26	1	37	9.6	-2	2	-7
CN1CCN(Cc2c(C#N)c3ccccc3n2C)CC1	2	4	12	0	11	2.8	1	-1	-19
CCOC(=O)c1c(NC(=O)CSc2nnc(-c3c[nH]c4ccccc34)n2C)sc2c1CCCC2	-1	12	21	4	25	-0.3	-7	0	11
COc1ccccc1NC(=O)COC(=O)Cn1cnc2c1c(=O)n(C)c(=O)n2C	22	8	10	-1	22	-0.5	-1	0	-10
NC(=O)c1ccccc1NC(=O)Nc1cccc(Cl)c1Cl	20	9	-1	-2	6	-0.6	0	-4	-2
CN=c1scc(-c2ccc(Cl)cc2)n1C	-6	-8	11	3	9	-0.6	0	-1	13
O=C(NCc1nnc(SCC(=O)N2CCCCCC2)o1)c1ccco1	6	4	14	2	13	-0.4	-2	-14	2
COC(=O)[C@@]12CCCN1[C@H](c1ccc(-c3ccccc3)cc1)[C@H]1C(=O)N(C)C(=O)[C@H]12	17	13	18	6	13	0.5	-2	-1	13
